M1 antag – antagonists of human M1 muscarinic receptor | actives 1.3% (n = 360,000) | CHO-K1 hM1, Fluo-8 calcium fluorescence, ACh EC80 antagonist | P11229 | inhibition, % at 3 µM | AID 588852;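 active = percent inhibition above its own plate's cutoff, namely the mean of that plate's compound wells plus 3 SD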;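 note: peak over basal fluorescence ratio during 140 s after agonist addition; 0% = ACh EC80 plus DMSO and 100% = DMSO alone without agonist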
Target sequence (P11229 whole entry, looked up): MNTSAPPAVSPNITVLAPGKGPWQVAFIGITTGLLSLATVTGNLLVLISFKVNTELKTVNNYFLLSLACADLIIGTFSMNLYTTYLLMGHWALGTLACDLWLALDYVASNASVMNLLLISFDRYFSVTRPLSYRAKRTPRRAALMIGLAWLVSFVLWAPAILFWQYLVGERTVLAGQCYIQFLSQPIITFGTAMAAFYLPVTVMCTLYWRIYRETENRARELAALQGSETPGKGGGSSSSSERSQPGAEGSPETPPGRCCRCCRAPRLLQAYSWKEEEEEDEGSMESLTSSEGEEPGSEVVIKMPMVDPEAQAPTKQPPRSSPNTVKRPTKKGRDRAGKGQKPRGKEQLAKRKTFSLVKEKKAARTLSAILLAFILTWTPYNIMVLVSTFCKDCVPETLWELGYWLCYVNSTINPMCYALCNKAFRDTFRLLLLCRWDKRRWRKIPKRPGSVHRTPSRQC
TAAR1 ag – agonists of human TAAR1; CHO RD-HGA16 TAAR1, Fluo-8 calcium fluorescence; vehicle wells 0%, saturating PEA agonist 100%; actives 0.99% (n = 360,000); Q96RJ0; activation, % at 3 µM;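 active = activation above the mean activation of all test compounds in the run plus 3 SD, cut at about 38% in these data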
Target sequence (Q96RJ0 whole entry, looked up): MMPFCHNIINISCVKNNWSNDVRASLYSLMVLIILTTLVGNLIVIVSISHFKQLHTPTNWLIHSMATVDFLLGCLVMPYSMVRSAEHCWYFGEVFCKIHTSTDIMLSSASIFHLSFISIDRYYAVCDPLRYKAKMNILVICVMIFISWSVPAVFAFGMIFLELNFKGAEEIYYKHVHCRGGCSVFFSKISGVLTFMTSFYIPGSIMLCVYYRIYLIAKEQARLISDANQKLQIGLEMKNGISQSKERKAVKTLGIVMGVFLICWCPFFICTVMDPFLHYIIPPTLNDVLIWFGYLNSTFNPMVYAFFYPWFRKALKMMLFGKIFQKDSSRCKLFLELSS
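test system = CHO RD-HGA16 cells carrying human TAAR1 plus Gα16 | schedule = 17-24 h seeding, 75 min 37 °C dye, 30 min RT | compound dosing = 3 µM single concentration | control set = DMSO and PEA EC100 | replicates = n 1 | signal = Fluo-8 fluorescence, 5 s baseline then 140 s kinetic read | measure = percent activation vs PEA EC100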
M1 ag parental – M1 agonist counterscreen hit in parental CHO-K1 cells; activation, % at 3 µM; Fluo-8 calcium fluorescence; scaled to maximal ATP response, vehicle zero; AID 602248; actives 0.48% (n = 360,000); in the data active = activation above about 15%;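 note: untransfected CHO-K1 host cells lacking M1 receptor as counterscreen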
CHO-K1 Ca antag – counter-screen for M1 antagonists: effect in parental CHO-K1 cells; actives 0.6% (n = 360,000); inhibition, % at 3 µM; ATP-induced calcium, Fluo-8 fluorescence;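 active = inhibition above a per-plate cutoff, the plate's mean sample inhibition plus 3 SD, cut at about 24% in these data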;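 note: 0% = DMSO plus EC80 ATP and 100% = DMSO alone without ATP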
CHO parental Ca – counter-screen for OX1R antagonists: effect in parental CHO cells; inhibition, % at 5.6 µM; actives 0.63% (n = 330,000); parental CHO-K1, ATP-induced calcium, Fluo-8 fluorescence; AID 463079;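 active = inhibition above that plate's mean sample inhibition plus 3 SD, cut at about 26% in these data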;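 note: 0% = ATP-challenged DMSO wells and 100% = DMSO wells without ATP; some compounds past the cut are filed as inactive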
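Material: Parental CHO cells | Reagent: ATP | Compound dosing: Single nominal dose of 5.6 µM per compound | Detection: Intracellular calcium via Fluo-8 no-wash fluorescent dye | Read-out: % inhibition of ATP-induced calcium mobilization | Benchmarks: Low control ATP plus DMSO, high control DMSO only | Replicates: Singlicate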
OXTR potentiate – potentiators of human oxytocin receptor; P30559; CHO-OTR cells, Fluo-8 calcium fluorescence, potentiator mode; 0% = oxytocin EC15, 100% = EC100; activation, % at 3 µM; actives 0.061% (n = 320,000); AID 2445;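 active = activation above that plate's cutoff, the mean activation of tested compounds plus 3 SD, cut at about 6.6% in these data, passing the limit was not always enough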;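 note: 100% uses oxytocin at 75 nM as the full agonist control; some results filed as inactive read as strong as hits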
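Dosing: Single dose, 3.0 µM nominal final compound concentration | Material: Human OTR in CHO cells | Technique: Kinetic Fluo-8 calcium fluorescence | Benchmarks: EC15 oxytocin alone as 0%, 75 nM oxytocin as 100% | Probe or stimulus: Oxytocin at about EC15, sub-maximal agonist stimulus | Incubation: Compound 6 min at room temperature before oxytocin, 100 s read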
M1 PAM parental – counter-screen for M1 PAMs: effect in parental CHO-K1 cells; actives 0.02% (n = 360,000); activation, % at 3 µM; ATP EC20, Fluo-8 calcium fluorescence; 0% at ATP EC20, 100% at ATP max; AID 602247;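 active = activation above the run cutoff, the mean activation of all test compounds plus 3 SD, cut at about 40% in these data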;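 note: peak over basal fluorescence ratio in a 140 s read after ATP addition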
CHRM1 agonist – human M1 muscarinic receptor agonism. activation, % at 3 µM. AID 588814. actives 0.33% (n = 360,000). P11229. CHO-K1 hM1, Fluo-8 calcium fluorescence, agonist mode; 0% DMSO, 100% acetylcholine EC100;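 active = activation above the run's mean compound activation plus 3 SD, cut at about 16% in these data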;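 note: peak over basal fluorescence ratio within a 140 s kinetic read after compound addition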
TAAR1 antag – human TAAR1 antagonism; Q96RJ0; CHO RD-HGA16 TAAR1, Fluo-8 calcium fluorescence, antagonist; inhibition, % at 3 µM; actives 1.5% (n = 360,000);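 active = inhibition above a per-plate cutoff, the mean inhibition of test compounds on that plate plus 3 SD, cut at about 49% in these data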;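 note: 0% = DMSO plus EC80 beta-PEA response and 100% = DMSO alone without agonist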
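Test system: CHO RD-HGA16 cells bearing hTAAR1 | Reagent: β-PEA, EC80 | Compound dosing: 3 µM, single point | Schedule: Dye loading 75 min at 37 °C, then 30 min room temperature | Signal: Calcium fluorescence with Fluo-8 | Evaluation: Percent inhibition of PEA-evoked calcium signal, max/basal emission ratio | Control set: DMSO-only wells and EC80 β-PEA-stimulated wells | Repeats: Singlicate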
* marks the source's active call; other numbers are inactive results; . = not tested or not shown. An unsorted share of the library; overall some 4.2% were active at least once.

SMILES	M1 antag	TAAR1 ag	M1 ag parental	CHO-K1 Ca antag	CHO parental Ca	OXTR potentiate	M1 PAM parental	CHRM1 agonist	TAAR1 antag
O=S(=O)(c1ccc2oc(=S)[nH]c2c1)N1CCOCC1	10	16	0.4	-2	1	2	-5	-3	3
Oc1ccc(Cl)c2cccnc12	-3	10	0.6	-6	.	.	7	0	7
Cc1cc(C(=O)Nc2ccc(Nc3ccccc3)cc2)ccc1[N+](=O)[O-]	-5	2	2.8	-7	-7	-9	3	-2	32
COc1ccc(C2CC(c3ccc(Cl)cc3Cl)Nc3nc(N)nn32)cc1 (configuration not stated)	-9	6	1.9	-6	-17	-12	23	-2	10
CC1(C)CC(=O)C=C(c2ccc(-c3ccccc3)cc2)C1	-5	-1	0.2	-19	-12	-6	14	0	-2
CC(=O)Nc1c(C(=O)NCc2ccccc2)nnn1Cc1ccccc1	6	7	2.5	6	-9	-6	8	0	1
CCOC(=O)CNC(=O)c1ccc(C#CC2(O)CCCCC2)cc1	7	15	1.4	-2	-3	-13	19	-5	-1
O=C(NNc1nc2ccccc2nc1C(F)(F)F)c1ccccc1	6	1	0.2	9	-13	-10	-8	-3	10
CCOc1ccc(C(=O)Nc2c3c(nn2-c2cccc(Cl)c2)CS(=O)C3)cc1 (configuration not stated)	-9	6	0.8	2	-3	-3	21	-4	5
Cc1cc(C(=O)N2CCc3ccccc3C2)on1	-16	2	0.2	1	1	-7	14	-3	-18
c1ccc(CN2CCC(CNc3ncnc4ccccc34)C2)cc1 (configuration not stated)	23	2	3.5	-4	.	.	-3	-3	12
O=C(CS(=O)(=O)c1ccc(F)cc1)N1CCOCC1	-5	0	0.3	-7	2	-3	6	-2	-27
CCCc1c(-c2cccc(Cl)c2)ncn1Cc1ccccc1OC	.	12	9.7	-3	.	.	15	.	26
O=C1CCC([N+](=O)[O-])C(c2ccc(Cl)cc2)N1 (configuration not stated)	-9	4	-0.2	2	-7	-5	6	-2	11
Cc1ccc(-c2nc3ccccc3c(=O)o2)cc1	-8	-2	-0.5	2	8	1	-2	-1	0
Fc1cccc(CNc2ncnc3ccc(-c4ccc5c(c4)OCO5)cc23)c1	-7	16	0.2	-13	-23	-2	21	-11	-10
CC(=O)NS(=O)(=O)c1ccc(NS(=O)(=O)c2ccc(F)cc2)cc1	6	2	-0.3	20	-2	-2	-6	-2	-17
CC(C)Cc1cc(C(=O)Nc2ccc3c(c2)OCO3)no1	-7	1	0.9	-11	1	0	23	-9	-14
CC1(C(=O)NS(=O)(=O)c2cccc(OC(F)F)c2)CCN1C(=O)c1ccccc1 (configuration not stated)	-11	3	3.9	8	.	.	7	-2	-21
CC(=O)Nc1ccc(NC(=O)CSc2nnc(NC(=O)c3ccc(Br)o3)s2)cc1	-6	4	-0.2	1	-5	2	-12	1	-6
CC(NC(=O)CN1CCOCC1)c1ccccc1 (configuration not stated)	-21	0	0.4	-9	5	1	-1	-4	-11
O=C(c1ccco1)N1CCC(c2nc3c(nnn3Cc3ccccc3Cl)c(=O)[nH]2)CC1	-2	-2	0.8	-11	-15	-9	4	-4	0
CCOC(=O)c1cc(C(=O)OCC)c2ccccn2c1=O	-6	7	0.8	-15	0	-6	19	-4	-1
OC(COc1ccccc1)Cn1cc(Br)cn1 (configuration not stated)	-7	1	0.2	-6	-8	-9	5	-3	2
COc1cc(C(=O)Nc2cc(C)c(OCC(=O)N3CCOCC3)c(C)c2)cc(OC)c1OC	-3	14	1.4	-1	-21	-7	7	-1	6
SMILES	M1 antag	TAAR1 ag	M1 ag parental	CHO-K1 Ca antag	CHO parental Ca	OXTR potentiate	M1 PAM parental	CHRM1 agonist	TAAR1 antag
O=C(N/N=C\c1cccs1)c1sccc1-n1cccc1	-9	8	1.4	-9	-30	-4	22	-4	-9
Cc1ccc2c(CC(=O)NNC(=O)c3ccncc3)coc2c1	13	0	-0.1	-6	-5	-2	-4	-2	-25
CC(=O)Nc1cccc(NC(=O)c2ccco2)c1	8	10	-0.2	16	-6	0	-5	-2	1
O=C(CC[C@H]1O[C@@H](n2cnc3c(NC(=O)c4ccccc4)ncnc32)[C@H](O)[C@@H]1O)NCc1ccc2c(c1)OCO2	-22	4	-0.1	-13	.	.	3	-1	-4
CNC(=S)NCCc1ccccc1	10	3	5.3	-11	1	-4	14	-3	-35
O=C(Cn1c2ccccc2c2nc3n(c(=O)c21)CCS3)N1CCCC1	-6	.	0.5	-18	-10	0	-11	-4	.
CCOc1ccc(-c2c(C(=O)N/N=C(\C)c3cccnc3)nnn2-c2nonc2N)cc1	-24	6	0.6	0	-15	-10	18	6	-11
CN(CC(=O)Nc1ccccc1Cl)C(=O)c1cc(-c2cccs2)nn1-c1ccccc1	-8	6	0.2	1	-12	-2	-15	0	17
CCOc1ccc(/C=C2\SC(=S)N(CCCC(=O)NCCCN3CCOCC3)C2=O)cc1	0	-3	5.3	-11	-21	-10	8	-8	-13
COc1cc2[nH]c(=O)n(CCCC(=O)NCCc3ccccc3)c(=O)c2cc1OC	-2	10	-0.1	-1	-14	-6	-6	-1	-8
Cc1c(C)c2c(OCC(=O)N[C@@H](C(=O)O)c3ccccc3)cc3c(c2oc1=O)CCC(C)(C)O3	0	3	-0.5	6	0	1	2	1	-22
CC(C)OC(=O)c1cc2c(ccn2C)n1CC(=O)N(Cc1ccccc1)c1ccccc1	0	0	0.1	1	-7	-9	-2	-4	-5
Cc1ccccc1-n1c(SCC(=O)Nc2cccc3ccccc23)nc(O)cc1=O	-19	0	0.6	-12	-3	-3	2	1	-24
CS(=O)(=O)Nc1ccccc1C(=O)N1CCOCC1	-15	3	0.2	1	-4	-16	3	-1	-16
CCn1ncc(NC(=S)NCCc2ccccc2)c1C(N)=O	2	24	0.0	-21	-7	2	4	-1	12
COc1ccc(N2C(=O)N[C@@H](Cc3ccccc3)C2=O)cc1OC	-11	3	0.6	-18	-10	-6	15	0	-6
Cc1cc2c3c(c1)C1(SCC(=O)N1c1ccc(F)cc1)C(=O)N3C(C)(C)CC2C (configuration not stated)	-2	48*	2.9	-9	10	-8	7	5	9
NC1=NC(=O)C2(COC(c3cccnc3)OC2)S1 (configuration not stated)	-8	5	1.3	1	9	-1	13	-1	-16
C[C@H](N)c1nnc(SCC(N)=O)o1	-10	10	0.7	4	-16	-3	2	-3	0
O=C(CCNS(=O)(=O)c1cccc2nsnc12)NCCc1ccccc1	5	17	0.7	1	-21	-6	5	-4	-7
C=CCN1C(=O)C(CC(=O)O)SC1=Nc1ccc(C)cc1 (configuration not stated)	-4	5	2.9	-12	5	-9	27	-2	4
CS(=O)(=O)N(CC(=O)N1CCOCC1)c1ccc(Cl)cc1	-14	0	1.0	-11	-1	-6	22	-2	-5
O=c1[nH]c(/C=C/c2ccc(Br)cc2)nc2ccccc12	-6	-1	1.8	-5	0	-16	12	-4	3
CCc1cccc(C)c1NC(=O)CC(C)(C)CC(=O)O	1	0	2.5	-16	-11	-7	6	-2	-20
OC(c1ccccc1)c1nc(-c2cccs2)cs1 (configuration not stated)	-10	-1	0.3	-4	.	.	-3	-4	0
SMILES	M1 antag	TAAR1 ag	M1 ag parental	CHO-K1 Ca antag	CHO parental Ca	OXTR potentiate	M1 PAM parental	CHRM1 agonist	TAAR1 antag
CCN(C(=O)COC(=O)/C=C/c1ccccc1)C1CCCCC1	-5	4	3.1	-12	-17	-3	8	-6	-5
COc1cc(C2Nc3ccc4ncccc4c3C3=C2C(=O)CCC3)ccc1O (configuration not stated)	-16	7	2.2	-9	-23	-5	15	-1	0
O=C(CSc1nc2scc(-c3ccccc3)c2c(=O)[nH]1)Nc1ccccc1	-8	1	0.6	-1	-2	-9	10	-2	17
CCOC(=O)[C@]12CCCC=C1N(Cc1cccc3ccccc13)C(=O)[C@H](CC(=O)NCC1CCCCC1)C2	.	6	0.2	-23	.	.	18	.	-25
Cc1ccccc1CC(=O)N1CCCc2ccccc21	-15	-3	0.5	-5	-4	-6	5	-7	3
Cc1cc(C)c(C)c(S(=O)(=O)N2CCCCC2C(=O)O)c1C (configuration not stated)	-6	4	1.9	0	-7	-4	18	-9	6
CCn1c2ccccc2c2cc(NC(=O)CN3CCCC3)ccc21	-13	15	0.4	-3	-6	-3	6	-6	9
O=C1/C(=C\c2ccc(Cl)c(Cl)c2)CN(C(=O)CCN2CCOCC2)C/C1=C/c1ccc(Cl)c(Cl)c1	5	12	2.0	3	.	.	13	-3	57*
CC1(c2ccccc2)NC(=O)N(CC(=O)NCc2cccc(Cl)c2)C1=O (configuration not stated)	1	6	0.4	-4	-4	-13	5	-3	-18
O=C(Cn1nc(-c2ccc(Cl)cc2)c2ccccc2c1=O)NCC1CCCO1 (configuration not stated)	-8	-1	0.9	-16	1	-10	26	-3	-8
CCC(=O)NC(Nc1sc2c(c1C(=O)OC)CCCC2)(C(F)(F)F)C(F)(F)F	3	40*	-0.5	5	46*	-8	-3	-5	64*
Cc1nn(-c2ccccc2)nc1C(=O)OCC(=O)N1CCCCC1C (configuration not stated)	3	-1	0.6	-18	-13	1	9	-7	-6
COc1cccc(-c2cc(C(=O)Nc3ccn(Cc4ccc(C)cc4)n3)no2)c1	-12	7	2.1	-8	-12	8	19	1	-12
C=CCc1cccc(CNc2c(C)cc(C)cc2C)c1O	-11	3	0.3	-12	-13	4	15	-5	9
Cc1cc(C)c(S(=O)(=O)c2ccc(F)cc2)c(C)c1	0	-1	-0.6	-4	.	.	-5	-4	-21
CCOc1ccc(NC(=O)CN(C)C(=O)C2(c3ccccc3)CC2)cc1OCC	-4	2	3.0	-1	-22	6	11	-2	0
COc1ccc(-c2cc(NC=O)c3ncc(-c4ccccc4)n3c2)cc1OC	5	3	2.5	-15	.	.	5	-3	33

By substructure: the compounds so far containing a nitro group on carbon
SMILES	M1 antag	TAAR1 ag	M1 ag parental	CHO-K1 Ca antag	CHO parental Ca	OXTR potentiate	M1 PAM parental	CHRM1 agonist	TAAR1 antag
Cc1cc(C(=O)Nc2ccc(Nc3ccccc3)cc2)ccc1[N+](=O)[O-]	-5	2	2.8	-7	-7	-9	3	-2	32
O=C1CCC([N+](=O)[O-])C(c2ccc(Cl)cc2)N1 (configuration not stated)	-9	4	-0.2	2	-7	-5	6	-2	11

Screens from PubChem BioAssay.
